# Source: PubChem
# D2 agonist: agonists of human D2 dopamine receptor; P14416; HEK293 T-REx D2 cells, calcium flux agonist mode; activation, % at 2 µM; actives 0.53% (n = 340,000);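 active means activation over 3 SD above normal in the single-dose calcium agonist read, cut at about 30% in these data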; further: 0% is about no effect
#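 Calcium-flux readout, 1 cycle/sec over 180 s following compound pin transfer, in inducible HEK293 Trex D2 cells (force-coupled); dopamine controls included. Positive calcium responses during this window marked compounds as potential agonists.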
# D1 ag: activates the human D1 dopamine receptor | P21728 | HEK293 T-REx D1 cells, calcium flux, agonist mode | activation, % at 2 µM | actives 1% (n = 360,000); further: 0% is about no effect
#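 Tetracycline-induced HEK293 TREx D1 cells, force-coupled to calcium signalling, were dye-loaded with a no-wash calcium kit. Compound was pin-added after a 10 s baseline. Fluorescence was read kinetically at 1 cycle/s for 180 s, with calcium rises flagged as agonism.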
# D2 PAM: positive allosteric modulators of human D2 dopamine receptor | P14416 | HEK293 T-REx D2, calcium flux, EC20 dopamine potentiation | potentiation, % at 10 µM | actives 0.34% (n = 340,000) | AID 485347;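 active means potentiation over 3 SD above the plate norm, cut at about 30% in these data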; further: 0% is about no effect
#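 Calcium flux readout, no-wash dye, 1 read/s. Inducible HEK293 Trex D2 line, overnight 30 C. Compound alone 180 s (agonist flags), then EC20 dopamine, another 180 s to score potentiation.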
# D1 antagonist: human D1 dopamine receptor antagonism. HEK293 TREx D1 cells, calcium flux, dopamine EC80; stronger effect = lower value. activity change, negative = inhibition, % at 10 µM. actives 3.2% (n = 360,000). AID 504652; in the data active means activity change below about -30%; further: on the % scale 0 is the no-effect control and ±100 the full control effect
#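 HEK293 T-REx cells expressing inducible, force-coupled D1 receptor; no-wash Ca dye, 30–90 min RT. Cmpd → 180 s read at 1 Hz → EC80 DA → 180 s read.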
# TRHR PAM: allosterically enhances the human TRH receptor; P34981; TRHR cells, fluo-8 calcium fluorescence, EC20 TRH enhancement; enhancement, % at 2 µM; actives 0.66% (n = 360,000); AID 493056; in the data active means enhancement above about 30%; further: 0% is about no effect
#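 Enhancer read-out: after compound pinning and an initial kinetic agonist-mode read, an EC20 of TRH (10 nM final) was injected and fluo-8 calcium signal (Ex 480/Em 530) followed at 1 s/cycle for 100 cycles in TRHR-expressing cells.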
# D2 antag: D2 dopamine receptor (human) antagonism. P14416. HEK293 TREx D2 cells, calcium flux, dopamine EC80. inhibition, % at 10 µM. actives 2% (n = 340,000). AID 485344; in the data active means inhibition above about 30%; further: 0% is about no effect
#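 Calcium flux kinetic readout in an inducible HEK293 TREx D2 line plated overnight at 30 C. After 180 s compound exposure, an EC80 dopamine challenge follows with another 180 s kinetic read to detect antagonism.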
# RXFP1 antag: blocks the human relaxin receptor RXFP1; Q9HBX9; HEK293-RXFP1, relaxin-stimulated cAMP HTRF, 30 min; stronger effect = lower value; activity change, negative = inhibition, % at 57.5 µM; actives 0.59% (n = 350,000);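 active means activity change of -60% or lower, but not beyond a set lower limit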; further: on the % scale 0 is the no-effect control and ±100 the full control effect
# Target sequence (Q9HBX9 whole entry, looked up): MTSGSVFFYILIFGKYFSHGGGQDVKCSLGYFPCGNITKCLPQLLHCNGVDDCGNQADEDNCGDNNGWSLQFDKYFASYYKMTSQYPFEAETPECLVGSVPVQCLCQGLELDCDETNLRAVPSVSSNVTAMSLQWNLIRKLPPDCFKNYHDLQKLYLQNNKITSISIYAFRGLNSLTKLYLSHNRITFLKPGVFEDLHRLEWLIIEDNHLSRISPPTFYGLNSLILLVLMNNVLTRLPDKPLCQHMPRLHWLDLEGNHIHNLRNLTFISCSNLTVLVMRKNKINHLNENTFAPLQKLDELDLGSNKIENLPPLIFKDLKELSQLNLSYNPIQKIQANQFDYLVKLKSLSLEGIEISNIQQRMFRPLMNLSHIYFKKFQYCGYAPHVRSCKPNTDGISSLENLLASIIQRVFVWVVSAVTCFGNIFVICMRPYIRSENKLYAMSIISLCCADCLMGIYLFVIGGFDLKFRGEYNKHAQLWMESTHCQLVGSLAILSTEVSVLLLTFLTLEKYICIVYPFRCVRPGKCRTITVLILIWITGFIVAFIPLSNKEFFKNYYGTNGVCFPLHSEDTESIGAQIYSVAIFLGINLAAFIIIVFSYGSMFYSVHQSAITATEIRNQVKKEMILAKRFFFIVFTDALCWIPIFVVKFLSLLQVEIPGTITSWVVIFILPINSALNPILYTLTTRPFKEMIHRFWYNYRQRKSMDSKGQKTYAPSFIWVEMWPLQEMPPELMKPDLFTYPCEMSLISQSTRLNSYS
# TRHR ag: agonists of human TRH receptor. P34981. TRHR cells, calcium flux fluo-8, FDSS agonist mode. activation, % at 2 µM. actives 0.18% (n = 360,000). AID 493084; further: 0% is about no effect
#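 TRHR-expressing cells, plated overnight in medium with 10% serum, were loaded with fluo-8 calcium dye at room temperature. After a 10 s baseline, library compound was pin-added and calcium release was recorded kinetically (ex 480/em 530) as agonist response.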
# D1 potentiator: human D1 dopamine receptor positive modulation; potentiation, % at 10 µM; actives 0.036% (n = 360,000); HEK293 TREx D1 cells, calcium flux, dopamine EC20 potentiation; in the data active means potentiation above about 30%; further: 0% is about no effect
# The depositor's hits bear a star; / = not tested or not shown. Unless noted, no stated cut-off is given here; in the data, active means activation above about 30%; inactive means the rest. Rows were taken by chance; 7.1% or so of the library scored in one or more.
SMILES,D2 agonist,D1 ag,D2 PAM,D1 antagonist,TRHR PAM,D2 antag,RXFP1 antag,TRHR ag,D1 potentiator
C/C(=N\NC(=S)NC(C)C)c1ccc(C(C)(C)C)cc1,-0.4,2,10,3,-8,-10,1,1.2,-4
Cn1c(C(=O)NCc2cccs2)cc2c(=O)n(C)c3ccccc3c21,0.4,-1,-2,-8,-9,30,/,-0.4,12
Cc1cc(Br)ccc1OCCCCNC(C)(C)C,0.1,29,-12,-10,-3,-17,-14,1.6,-12
CCN1CCc2nc(NC(=O)c3ccccc3)sc2C1,0.8,3,15,-2,4,-25,-8,14,-5
CC(C)CC(=O)NC(=S)Nc1sc2c(c1C(N)=O)CCC2,-1.1,5,1,-1,-1,-16,-5,-0.6,3
O=S(=O)(NCC(c1cccs1)S(=O)(=O)c1ccccc1)c1ccc(F)c(C(F)(F)F)c1 (stereo not drawn),0.5,0,7,/,-2,/,-23,0.2,-2
CCOC(=O)CC(=O)NC(CC(=O)OC)c1ccc(Br)cc1 (stereo not drawn),0.8,-1,1,-24,-4,-7,-32,-0.3,-6
O=C(NCc1ccco1)c1cc2n(n1)C(C(F)(F)F)CC(c1ccc(Br)cc1)N2 (stereo not drawn),0.3,4,0,23,3,-9,-7,0.3,-7
Cc1ccc(CNC(=O)c2csc3c2CCCCC3)cc1,-0.7,2,0,15,-4,3,24,0.2,-3
O=C(N/N=C/c1ccc([N+](=O)[O-])s1)c1cccc(Br)c1,3.7,11,-2,-9,5,-4,0,6.9,-3
CCc1ccccc1NC(=O)CSc1nnc(-c2cc(OC)c(OC)c(OC)c2)o1,2.9,3,3,-7,-3,/,-10,0.3,-1
CC(C)CSc1nc2c(=O)[nH][nH]c(=O)c2n1Cc1ccccc1,-0.3,0,-8,4,4,-1,9,0.2,-4
CCCN(CCC)C(=O)c1c2c(nc3ccccc13)C(=O)N(C1CCCCC1)C2,-0.2,-1,0,-3,-3,/,1,-0.6,-4
CCOC(=O)N1CCN(Cc2cn[nH]c2-c2cc3ccccc3o2)CC1,-0.2,1,1,-1,-2,-10,/,-1.6,-1
COC(=O)C1C(=O)C2=C(CC1C)NC(C)=C(C(=O)OCc1ccc(OC)cc1)C2c1ccc(C)o1 (stereo not drawn),0.5,4,-10,0,1,11,-3,0.2,-2
CC(C)c1ccccc1NCC(=O)N1CCN(Cc2ccccc2)CC1,-0.8,3,4,7,5,-9,-10,-0.6,-5
CC1=C(c2ccc(C(C)C)cc2)S(=O)(=O)N=C1N1CCN(C(=O)c2ccco2)CC1,1.4,0,-7,6,-3,8,11,1.9,-3
Brc1ccc(Sc2cnc3ccccc3n2)cc1,0.2,7,4,-7,0,10,13,-0.3,1
COc1ccc(/C=C/C(=O)NCCOc2ccc(C)cc2)cc1,0.3,5,8,60,2,13,3,0.0,-2
Cc1c(C(=O)Nc2ccc(S(=O)(=O)Nc3ncccn3)cc2)oc2ccccc12,-0.3,5,22,12,-3,46*,5,-0.4,20
CC(=O)N1c2c(cc(Br)cc2S(=O)(=O)N2CCN(c3ccccn3)CC2)CC1C (stereo not drawn),0.0,-1,4,/,2,-5,-3,-0.4,-3
CCOc1ccc(N/C=C/C(=O)c2ccc3ccccc3c2)c([N+](=O)[O-])c1,3.5,8,7,4,-2,12,7,-0.1,0
Cc1ccc(S(=O)(=O)NC(=O)Nc2cc(C)no2)cc1,1.7,4,-2,-9,4,-12,-2,0.7,-4
CCOc1ccc(NS(=O)(=O)c2ccc3c4c(cccc24)C(=O)N3)cc1,4.6,15,-1,-29,0,/,8,-0.6,-4
COc1ccc(-c2cc3ncnc(Cl)c3s2)cc1,0.4,0,7,-27,0,13,0,0.0,-7
Cc1nnc(SCC(=O)NNC(=O)COc2ccc(Cl)cc2)s1,2.3,1,-1,2,9,17,-6,0.9,-4
CC(=O)C1=C(c2ccccc2)OC(N)=C(C#N)C1c1ccccc1C (stereo not drawn),0.8,4,-13,-4,-6,-4,-2,0.0,2
CCc1cc2c(SCC(=O)Nc3ncc(Cl)c(C)c3Cl)ncnc2s1,-0.2,2,8,10,5,17,35,-0.2,-2
COc1ccc(/C=C2\CCCc3c2nc2ccccc2c3C(=O)OCC(=O)c2c(N)n(C)c(=O)n(C)c2=O)cc1,2.9,-1,11,-40*,0,2,/,0.4,-1
COc1ccccc1CNC(=O)CCn1c(=O)oc2ccccc21,0.3,4,18,-5,2,-8,-1,-1.1,-1
O=C(C1CCN(S(=O)(=O)c2cccnc2)CC1)N1CCN(c2ccccc2Cl)CC1,-0.1,1,-11,-6,3,-10,-2,-0.5,-5
CCOCCCNc1nc2c([nH]1)c(=O)n(C)c(=O)n2C,-2.5,0,8,0,3,1,-7,0.0,0
CCOc1ccc(NC(=O)CN(C)C(=O)c2c(-c3c(F)cccc3Cl)noc2C)cc1OCC,-2.4,4,4,6,5,3,-11,-1.2,1
O=C(COc1ccc(S(=O)(=O)NC2CCCCC2)cc1)Nc1ccc2c(c1)OCCO2,-1.8,4,11,-15,0,-22,-23,0.4,-6
CC1(C)C2CCC(C2)C1(C)NC(=O)CN1CCN(Cc2ccccc2)CC1 (stereo not drawn),-0.1,-2,6,-2,-6,-20,-18,-0.5,1
CC1Cc2cc(S(=O)(=O)N3CCN(c4ccc(Cl)cc4)CC3)ccc2N1C(=O)C1CC1 (stereo not drawn),/,0,/,-1,-14,/,-12,-0.2,-5
Cc1ccc2[nH]c3c(=O)n(CC(=O)N(C)Cc4ccccc4)ncc3c2c1,-0.3,0,0,3,-4,/,-10,0.2,1
COc1cc(-c2nn3c(-c4ccccn4)nnc3s2)cc(OC)c1OC,-1.1,3,0,-2,4,3,/,0.1,-3
CC1SCC(=O)N(CC(=O)NC2CCCCC2)C1=O (stereo not drawn),1.1,1,-1,-4,1,9,-2,-0.1,-3
CC1Cc2cc(/C(O)=C3/C(=O)C(=O)N(CCCn4ccnc4)C3c3cccnc3)ccc2O1 (stereo not drawn),0.4,2,18,10,3,9,18,-0.5,1
Cc1[nH]nc(SCC(=O)N2CCCCCC2)c1[N+](=O)[O-],0.1,4,13,1,-4,7,-31,-0.6,0
N#Cc1c2c(c(-c3ccccc3)[nH]c1=O)CCCC2,-1.7,1,4,-16,-3,-10,3,-0.6,-2
CCc1ccccc1NC(=O)CN(C)C(=O)c1cc(C2CC2)nc2c1cnn2C(C)C,-0.5,1,2,21,-3,-12,-3,-1.7,0
Cn1cc(S(=O)(=O)N2CCCC2)cc1C(=O)Nc1cccc(C(F)(F)F)c1,-0.7,7,1,0,4,24,6,0.0,1
O=C(O)C1C2C=CC(C2)C1C(=O)Nc1cccc(C(=O)N2CCCCC2)c1 (stereo not drawn),0.3,1,-2,-10,1,3,13,-0.1,0
COc1ccc(Oc2cc(Cl)nc(N)n2)cc1,0.0,7,24,-4,9,-15,-6,-0.3,-5
COc1ccc(CCN(C)CC(O)COc2c(C)ccc(C)c2C)cc1OC (stereo not drawn),-0.4,34*,-2,-16,-17,13,-7,-3.0,-7
CC(=O)c1ccc(OCc2cc(C(=O)NC3CCCCC3)no2)cc1,-0.6,6,0,1,7,-23,1,1.8,2
COc1ccc(C23NCCN2C(=O)c2ccccc23)cc1 (stereo not drawn),-0.3,2,-3,-15,1,11,0,1.5,-7
O=C(CCS(=O)(=O)c1ccccc1)N(Cc1cccnc1)c1nc2c(F)cccc2s1,0.7,8,-2,/,-4,/,-23,0.3,-2

# Among those listed so far, these contain a CF3 group:
SMILES,D2 agonist,D1 ag,D2 PAM,D1 antagonist,TRHR PAM,D2 antag,RXFP1 antag,TRHR ag,D1 potentiator
O=S(=O)(NCC(c1cccs1)S(=O)(=O)c1ccccc1)c1ccc(F)c(C(F)(F)F)c1 (stereo not drawn),0.5,0,7,/,-2,/,-23,0.2,-2
O=C(NCc1ccco1)c1cc2n(n1)C(C(F)(F)F)CC(c1ccc(Br)cc1)N2 (stereo not drawn),0.3,4,0,23,3,-9,-7,0.3,-7
Cn1cc(S(=O)(=O)N2CCCC2)cc1C(=O)Nc1cccc(C(F)(F)F)c1,-0.7,7,1,0,4,24,6,0.0,1

# Carrying on.
SMILES,D2 agonist,D1 ag,D2 PAM,D1 antagonist,TRHR PAM,D2 antag,RXFP1 antag,TRHR ag,D1 potentiator
O=C(c1ccc(C(F)(F)F)cc1)N1CCC(=O)N(C(COCc2ccc(Cl)cc2)Cc2ccccc2)CC1 (stereo not drawn),2.4,8,1,-20,-1,0,/,0.8,-3
O=C(C1CCCC1)N1CCC(CC2CC(c3ccc(Cl)cc3)=NO2)(C(=O)NCC2CCCCC2)CC1 (stereo not drawn),-0.3,2,-12,8,3,-6,/,-0.2,-5
Cc1ccc2c(c1)NC(=O)C(N1CCOCC1)(C(F)(F)F)O2 (stereo not drawn),-0.1,3,-1,12,3,-14,2,0.4,-1
COc1ccc(NC(=O)c2c(C)oc3ccc(O)c(CN4CCCCCC4)c23)cc1,/,8,14,12,-1,/,-9,-1.5,0
O=C(c1ccccc1N1CCOCC1)N1CCCC(Nc2ccc(F)cc2)C1 (stereo not drawn),0.6,-1,0,10,0,-15,-6,-0.1,-2
CCCN(CCC)CC(O)Cn1cc(/C=C/C(=O)c2ccccc2)c2ccccc21 (stereo not drawn),1.3,73*,4,-31*,-2,3,-7,2.2,-1
O=C1c2cccnc2C(O)N1Cc1ccco1 (stereo not drawn),/,2,-10,9,-4,/,10,-0.1,8
[O-]/C(=C(\C(=S)Nc1cccc2ccccc12)[n+]1ccccc1)c1cccs1,0.1,3,1,-4,-1,11,-8,0.8,-8
O=C(c1cn(CC(=O)N2CCCC2)c2ccccc12)C1CCCCC1,-0.6,0,4,9,1,-5,15,1.2,-2
COc1cccc(NC(=O)NCc2ccc(F)cc2)c1,-1.1,2,-9,6,5,8,4,0.7,-3

# Molecules listed so far with a cyano group, in the order listed:
SMILES,D2 agonist,D1 ag,D2 PAM,D1 antagonist,TRHR PAM,D2 antag,RXFP1 antag,TRHR ag,D1 potentiator
CC(=O)C1=C(c2ccccc2)OC(N)=C(C#N)C1c1ccccc1C (stereo not drawn),0.8,4,-13,-4,-6,-4,-2,0.0,2
N#Cc1c2c(c(-c3ccccc3)[nH]c1=O)CCCC2,-1.7,1,4,-16,-3,-10,3,-0.6,-2

# Additional entries follow.
SMILES,D2 agonist,D1 ag,D2 PAM,D1 antagonist,TRHR PAM,D2 antag,RXFP1 antag,TRHR ag,D1 potentiator
CCCOc1ccc2c(=O)c(N3C(=O)c4ccccc4C3=O)c(C)oc2c1,0.7,2,-4,-2,7,1,-7,-0.3,1
CCOC(=O)CSc1nc2ccc(Nc3nc(N4CCOCC4)nc(N4CCOCC4)n3)cc2s1,-0.7,-1,1,0,6,0,-11,0.0,-5
CC1Cc2ccccc2N1C(=O)COC(=O)CCc1nc2ccccc2c(=O)[nH]1 (stereo not drawn),-1.1,0,-2,-3,2,6,-27,0.2,-2
COc1cc(C(=O)NCCOc2cc(C)ccc2C(C)C)cc(OC)c1OC,-1.3,4,-8,7,9,-8,-12,-0.4,0
